Screens (PubChem)
Cycloheximide cs = affects cycloheximide protein synthesis inhibition readout, counter-screen | 300,000 tested, 12% active | cell reporter, cycloheximide protein synthesis inhibition counterscreen | AID 2314 | max response, %; in the data active means max response mostly above about 13%, no sharp cut-off; inactive means mostly below about 14%; further: read at 38.3 µM for the half of the compounds with a filed dose; 0% is about no effect
AMA1-RON2 inh = inhibitors of Plasmodium falciparum AMA1-RON2 interaction; 360,000 tested, 0.2% active; AID 720542; Potency, µM (highest dose often 58.2 µM), without a hit: top-dose activity change, negative = inhibition, usual class: inhibitors; AlphaScreen AMA1-biotinylated RON2 peptide binding;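 further: potency means the concentration at half of the fitted maximal effect; 0% = vehicle wells and -100% = peptide control; nearly all actives have a fitted effect of over 45% in size; some results filed as inactive show a strong effect at the top dose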
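AMA1 (3D7) with his tag at 25 nM final met compounds first, then biotinylated RON2 peptide at 25 nM; detection used donor plus acceptor beads, 10 µg/mL apiece, read by AlphaScreen after 30 min at room temperature.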
Giardia FBPA inh = inhibitors of Giardia lamblia fructose-1,6-bisphosphate aldolase | 290,000 tested, 0.71% active | Potency, µM (highest dose often 59.6 µM), for the others: top-dose activity, negative = inhibition, hits mostly inhibitors | purified Giardia FBPA | A8B2U2 | AID 2451; further: potency means the concentration at half of the fitted maximal effect; on the % scale 0 is the no-effect control and ±100 the full control effect; nearly all actives have a fitted effect of over 55% in size
Target sequence (A8B2U2 whole entry, looked up): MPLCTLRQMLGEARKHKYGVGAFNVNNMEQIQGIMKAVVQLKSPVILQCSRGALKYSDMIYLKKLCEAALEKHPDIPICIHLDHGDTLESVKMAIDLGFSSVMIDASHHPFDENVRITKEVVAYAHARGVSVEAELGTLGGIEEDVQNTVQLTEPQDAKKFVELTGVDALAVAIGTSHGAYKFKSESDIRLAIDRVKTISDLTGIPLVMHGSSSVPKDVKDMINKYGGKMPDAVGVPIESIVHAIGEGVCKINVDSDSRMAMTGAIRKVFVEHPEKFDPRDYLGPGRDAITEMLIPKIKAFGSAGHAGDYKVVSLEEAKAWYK
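40 nM FBPA preincubated 10 min at RT with compound (up to 57.5 uM final), then substrate plus GAPDH/TPI/NAD/arsenate coupling and diaphorase/resazurin added. Fluorescence read after 20 min at RT, 525/598 nm.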
HCMV antiviral = inhibitors of human cytomegalovirus; HFF cells, HCMV-luciferase reporter, 72 h; active compounds read low; 410,000 tested, 4.5% active; activity change, negative = inhibition, % at 57.5 µM; in the data active means activity change below about -60%; inconclusive means no clear call, values can overlap the other calls; inactive means above about -39%; further: on the % scale 0 is the no-effect control and ±100 the full control effect
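Cell-based, HFFs, 1000 cells/well, 16 h 37C; cpds in DMSO + HCMV-luc, MOI 1 PFU/cell; 72 h 37C; OneGlo luminescence after 5 min RT; norm. to buffer vs Salinomycin 10uM.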
AmpC no deterg = AmpC beta-lactamase inhibition without detergent. AID 485341. 330,000 tested, 0.52% active. AmpC nitrocefin hydrolysis, absorbance 480 nm, 0.0001% Triton. Potency, µM (highest dose often 57.1 µM), for the others: at the top dose activity change, negative = inhibition, usual class: inhibitors;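 further: potency means the concentration at half of the fitted maximal effect; plate controls were no compound for no effect and no enzyme for full effect; nearly all actives have a fitted effect of over 20% in size; some results filed as inactive show a strong effect at the top dose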
Target sequence (P00811 whole entry, looked up): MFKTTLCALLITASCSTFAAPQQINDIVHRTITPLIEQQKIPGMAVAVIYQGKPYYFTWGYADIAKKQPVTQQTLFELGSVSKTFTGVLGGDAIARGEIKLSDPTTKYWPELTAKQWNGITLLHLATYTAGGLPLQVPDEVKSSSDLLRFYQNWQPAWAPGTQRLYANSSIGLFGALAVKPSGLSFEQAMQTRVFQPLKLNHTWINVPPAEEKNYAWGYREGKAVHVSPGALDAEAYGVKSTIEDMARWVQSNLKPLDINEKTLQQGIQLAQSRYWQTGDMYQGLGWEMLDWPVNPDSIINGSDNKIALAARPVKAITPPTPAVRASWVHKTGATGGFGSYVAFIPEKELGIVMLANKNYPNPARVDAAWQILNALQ
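20 mM phosphate pH 7.0 + 0.01% (detergent screen) or 0.0001% Triton X-100; 5.3 nM AmpC reagent; cpd preinc 15 min RT; nitrocefin (800 uM stock) to start; A480 q20 s × 4 min; Activity was normalised to no-enzyme and no-compound control wells.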
AmpC detergent = AmpC beta-lactamase inhibition with detergent present | P00811 | AmpC hydrolysis of nitrocefin, absorbance 480 nm, 0.01% Triton | Potency, µM (highest dose often 114 µM), for inactives: at the highest dose activity change, negative = inhibition, usual class: inhibitors | 370,000 tested, 0.041% active;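 further: potency means the concentration at half of the fitted maximal effect; 0% = no-compound wells and -100% = no-enzyme wells; nearly all actives have a fitted effect of over 25% in size; some results filed as inactive show a strong effect at the top dose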
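20 mM phosphate pH 7.0 + 0.01% (detergent screen) or 0.0001% Triton X-100; 5.3 nM AmpC reagent; cpd preinc 15 min RT; nitrocefin (800 uM stock) to start; A480 q20 s × 4 min; Activity was normalised to no-enzyme and no-compound control wells.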
Shiga inhibitor = inhibitors of Shiga toxin in Vero cells. Vero cells, Shiga toxin protein synthesis inhibition reporter. 290,000 tested, 9.2% active. AID 2315. inhibition, % at 38.7 µM; in the data active means inhibition mostly above about 28%, no sharp cut-off; inactive means mostly below about 43%; further: 0% is about no effect
An asterisk follows results filed as active; ? = inconclusive; . = no result given; & = joins results of further samples; [ ] = another dose, or the depositor's remark. Unless noted, the call rests on the fitted dose curve; in most records, active means well fitted curve in the direction sought with a large enough effect; inconclusive means small, poorly fitted or top-dose-only effect, or another doubt; inactive means no such curve, though single readings can be large; an effect the other way counts as inactive or inconclusive.

cpd	SMILES	Cycloheximide cs	AMA1-RON2 inh	Giardia FBPA inh	HCMV antiviral	AmpC no deterg	AmpC detergent	Shiga inhibitor
1	COC(CNC(=O)[C@H](Cc1ccccc1)N1Cc2ccccc2C1=O)OC	-1	-10%	-1%	-7	2%	2%	-3
2	O=C(CC1SC(N2CCOCC2)=NC1=O)Nc1cccc(C(F)(F)F)c1 (stereo not given)	.	20%[11.6 µM]	.	14	-13%	.	.
3	CC(C)(C)c1nnc(NC(=O)c2ccc(Cl)nc2)s1	3	-4%	5µM*	-13	-6%	6%	-2
4	COC1=C/C(=C/c2c(N)n3cc(C)sc3nc2=O)C=CC1=O	42*	55%[activator]	-21%	7	-50%	-5%	45*
5	COc1cc(SC)ccc1C(=O)NCCc1c[nH]c2ccccc12	27*	?	6%	32	-32%	-7%	59
6	COc1cccc(CN2C(=O)c3ccccc3S2(=O)=O)c1	6	17%	2%	-33	-18%	0%	-2
7	CC1CCN(C(=O)c2[nH]cnc2C(=O)NCc2ccccc2)CC1	.	7%	.	-29	-9%	4%	.
8	COc1ccc(C2c3c(oc4ccc(Cl)cc4c3=O)C(=O)N2CCN2CCOCC2)cc1 (stereo not given)	13*	5%	-5%	-4	86%[activator]	1%	32
9	CCCCCCSc1ccc(-c2nc3cnccn3c2NCCCC)cc1	.	28%	.	-27	25%	.	.
10	CCOc1ccc(C2C(C(=O)c3ccc(C)o3)=C(O)C(=O)N2Cc2cccnc2)cc1 (stereo not given)	-5	-3%	.	?	-20%	6%	3
11	O=C(NC(=S)Nc1ccc(N2CCN(C(=O)c3ccccc3)CC2)cc1)c1cccs1	-4	13%	6%	-64*	-22%	1%	-9
12	O=C(Nc1ccc(NC(=O)c2ccccc2)nc1)c1ccncc1	8	3%	-1%	-32	-18%	-5%	43
13	COC/C=C/C1=CC2=CC(=O)C(C)(OC(=O)c3cnc4ccccc4n3)C(=O)C2=CN1c1ccccc1 (stereo not given)	1	?	?	38	56%	-11%	-3
14	Cc1cc(C)cc(OCC(=O)OCC(=O)NC2CC2)c1	.	-3%	.	-18	-13%	.	.
15	CCN1C(=O)C(CC(=O)Nc2ccc(Br)cc2)N(CCCc2ccccc2)C1=S (stereo not given)	8	-4%	-6%	?	9%	1%	-13
16	CCC(C)NCCOCCOc1ccccc1-c1ccccc1 (stereo not given)	-3	-11%	-26%	-23	35%	-3%	-22
17	CC1(C)CC2CC(C)(CN2C(=S)Nc2ccccc2F)C1 (stereo not given)	5	-4%	2%	3	-15%	-1%	-8
18	CCC(Cc1ccccc1)NC(=O)C1CCN(S(=O)(=O)c2ccc3c(c2)CC(C)N3C(C)=O)CC1 (stereo not given)	-1	5%	8%	?	102%[activator]	?	1
19	Cc1nnc(-c2cnn(C)c2N)n1Cc1ccccc1F	-4	8%	0%	-17	-16%	-7%	-30
20	Cc1c(NC(=O)c2cc(S(=O)(=O)N3CCCCC3)ccc2Cl)c(=O)n(-c2ccccc2)n1C	.	5%	.	-7	-21%	.	.
21	N#Cc1ccccc1NC(=O)COC(=O)C1CCN(C(=O)c2ccc(Cl)cc2)CC1	.	1%	.	34	40%	2%	.
22	CCn1c(SCc2ccccc2)nc2c(c1=O)SCC2	-2	?	10%	-2	-13%	-10%	-11
23	CC(C)Cn1c(N)c(C(=O)COC(=O)c2cc(-c3ccccc3)nc3ccccc23)c(=O)n(C)c1=O	-3	5%	-10%&1%	-14	-42%	?	-8
24	Cc1ccccc1C(CC(=O)c1cccs1)C(C#N)C#N (stereo not given)	59*	12%	-22%	-89*	-26%	-5%	60*
25	CC(C)[C@H](NC(=O)C1CCC(CNC(=O)[C@@H]2CCCN2C(=O)OC(C)(C)C)CC1)C(=O)O (stereo not given in full)	-3	0%	-5%	3	-12%	1%	-12
26	Cc1cc2cc(CNC(=O)Nc3ccccc3)ccc2n1C	18*	?	-6%	12	-32%	?	48*
27	C[C@@]12CCC=C[C@H]1[C@H](c1ccc3ccccc3c1Br)N(Cc1ccccc1)C2=O	-9	2%	-22%	9	15%	4%	-4
28	CCN(CC)c1ccc(CNc2ccc3c(c2)ncn3CC)cc1	12	?	8%	-3	16%	-4%	17
29	CCOc1ccc(CNC(=O)CCn2c(=O)oc3ccccc32)cc1OC	-2	10%	-2%	8	-2%	?	-14
30	CC(CN1CCN(C)CC1)OC(=O)c1ccccc1 (stereo not given)	-2	11%	-9%	4	44%[activator]	1%	-3
31	CSc1nc(-c2ccccc2)nc(N2CCOCC2)c1C(C)=O	-2	-15%	0%	-3	77%[activator]	8%	-16
32	Cc1ccc(C)c(S(=O)(=O)N2CCN(C(=O)CSc3ccccc3F)CC2)c1	-3	41%[activator]	3%	-33	60%[activator]	0%	-3
33	CC(C)C[C@H](NC(=O)OC(C)(C)C)c1nnc(SCC(=O)Nc2ccc(Br)cc2)o1	-2	0%	0%	38	6%	-14%	23
34	S=C(c1ccc(Cl)cc1)N1CCN(Cc2ccccc2)CC1	0	-25%	3%	?	32%	2%	12
35	COCCn1cnnc1SCC(=O)Nc1cccc(S(=O)(=O)N(C)c2ccccc2)c1	5	-17%	-7%	-25	53%	-10%	1
36	CC1=CC(=O)CC(C)(C)C1(O)/C=C/C(C)=C/C(=O)O (stereo not given)	-2	7%	4%&1%	39	0%	-2%	-3
37	O=C(c1cc(-c2ccccc2)nc2ccccc12)N1CCc2ccccc2C1	6	6%	10%	?	-2%	10%	12
38	COc1ccc(C2Nc3ccccc3C(=O)N2Cc2ccco2)cc1COc1ccc([N+](=O)[O-])cc1 (stereo not given)	18&2	-2%	2%	-35	-29%	-8%	21&19
39	C=CCN1C(=O)c2ccccc2C1(O)Cc1ccccc1 (stereo not given)	-3	1%	0%	?	-8%	2%	-3
40	COc1cc(Cl)cc(C2NC(=O)NC(C)=C2C(=O)NCc2ccccc2)c1O (stereo not given)	-3	1%	4%	3	-13%	-20%	-6

Molecules above with a COOH group, in the order listed:
cpd	SMILES	Cycloheximide cs	AMA1-RON2 inh	Giardia FBPA inh	HCMV antiviral	AmpC no deterg	AmpC detergent	Shiga inhibitor
25	CC(C)[C@H](NC(=O)C1CCC(CNC(=O)[C@@H]2CCCN2C(=O)OC(C)(C)C)CC1)C(=O)O (stereo not given in full)	-3	0%	-5%	3	-12%	1%	-12
36	CC1=CC(=O)CC(C)(C)C1(O)/C=C/C(C)=C/C(=O)O (stereo not given)	-2	7%	4%&1%	39	0%	-2%	-3

Further results:
cpd	SMILES	Cycloheximide cs	AMA1-RON2 inh	Giardia FBPA inh	HCMV antiviral	AmpC no deterg	AmpC detergent	Shiga inhibitor
41	Cc1cccc(NC(=O)c2ccc(NC(=O)CC3SC(N4CCCC4)=NC3=O)cc2)n1 (stereo not given)	.	0%	.	17	-26%	4%	.
42	Cc1c(C(=O)OCCOc2ccccc2)[nH]c2c1C(=O)CCC2	29*	-7%	-10%	-79*	-14%	-6%	47*
43	Cc1c[n+](C)ccc1CC1C([N+](=O)[O-])=C[N-]c2ncnn21 (stereo not given)	-4	12%	-4%	135	13%	0%	-11
44	COc1cc2oc3ccccc3c2cc1N(CC(=O)N(C)C)S(=O)(=O)c1ccc(C)cc1	-6	1%	-2%	-1	138%[activator]	1%	-20
45	Cc1cc(C)c(NC(=S)NCCO)c(C)c1	-2	3%	-2%	?	-11%	7%	-3
46	Cc1c(CN(C)C(=O)/C=C/c2ccc([N+](=O)[O-])cc2)cnn1C	-5	1%	1%	-27	-18%	-1%	-13
47	CCOc1ccc(N(CC(=O)NC(C)CC)S(=O)(=O)c2c(C)noc2C)cc1 (stereo not given)	-7	.	2%	.	17%	-10%	-14
48	O=C(CSc1nc(N2CCCCC2)nc(N2CCCCC2)n1)Nc1nccs1	9	0%	7%	0	-16%	-10%	-14
49	COc1cc2c(cc1OC)C(c1cc3cccc(C)c3[nH]c1=O)N(C(=O)c1ccco1)CC2 (stereo not given)	2	.	12%	-15	94%[activator]	6%	10
50	Cc1ccc(OCCSc2nc3ccccc3n2CC(=O)O)c(C(C)C)c1	-4	-4%	5%	?	-16%	-11%	-3
51	COc1ccc(-c2csc(-c3cccnc3)n2)cc1C	36	11%	-16%	-103*	-5%	-14%	90*
52	C/C(N)=C(/C#N)C(=O)CSc1nc2ccccc2c(=O)n1CCCOC(C)C	-5	8%	0%	?	20%	1%	-11
53	C=CCN1C(=O)/C(=C\c2ccc(Oc3nc(N4CCOCC4)nc(N4CCOCC4)n3)c(OC)c2)SC1=S	5	15%	7%	-27	-15%	?	12
54	COc1ccc(NC(=O)CSc2n[nH]c(=O)n2C2CC2)cc1Cl	.	-11%	.	-11	-9%	0%	.
55	O=C(NCC1CCCO1)c1cc(S(=O)(=O)Nc2ccc(Br)cc2)ccc1Cl (stereo not given)	-7	21%	0%	-10	-38%	1%	-2
56	O=C(OCC(=O)N1CCc2ccccc21)c1c2c(nc3ccccc13)CCCC2	34*	-9%	-2%	-7	-21%	10%	62*
57	O=C(Nc1ccc(Nc2ccccc2)cc1)c1ccc(Br)o1	27*	?	-6%	-40	-35%	?	61*
58	CCOc1cccc(C(=O)Nc2nnc(-c3cccs3)s2)c1	13	5%	2%	110	-9%	-15%	46
59	COc1ccc(/C=N/NC(=O)CN2CCCc3ccccc32)c(OC)c1	1	?	-2%	103	-9%	?	-6
60	CC(OC(=O)CSc1ccc(F)cc1)C(=O)NC1(C#N)CCCCC1 (stereo not given)	7.3*	-1%	.	3	-4%	-3%	18
61	Cc1ccc(SCc2cc(=O)[nH]c(SCC(=O)Nc3cc(Cl)ccc3Cl)n2)cc1	-1	-5%	10%	-7	-40%	1%	16
62	COC(=O)c1ccc(C2C(C(=O)c3cc4ccccc4o3)=C(O)C(=O)N2CCN2CCOCC2)cc1 (stereo not given)	-2	-3%	.	16	-11%	-1%	1
63	Cn1cccc1C(=O)NNC(=O)COc1ccccc1F	33*	-1%	-5%	.	-10%	-1%	86*
64	CCN(CC)CCN1C(=O)c2oc3ccccc3c(=O)c2C1c1ccc(F)cc1 (stereo not given)	12	1%	-2%	55	-30%	-1%	-11
65	CCC(=O)NCc1ccc(-c2nc3ncccc3o2)cc1	16*	4%	4%	45	-16%	0%	23
66	COc1cccc(-c2ccc(NC(=O)C3CCCN(Cc4cc(C)[nH]n4)C3)cc2)c1 (stereo not given)	24	4%	1%	?	67%	-11%	-8
67	C=CCN1C(=O)/C(=C\c2ccco2)C(C(=O)OC)=C1C	2	?	-13%	32	17%	?	-4
68	Cc1cccc(OCC(=O)NNC(=O)c2cccs2)c1	-4	50%[activator]	1%	-38	-14%	-2%	-3
69	COc1ccc(C2CC(c3ccccc3Br)=NN2c2ccc(S(N)(=O)=O)cc2)cc1 (stereo not given)	.	20%	.	18	-8%	.	.
70	Cc1cccc(CC(C)NC(=O)c2oc3c(F)cccc3c2C)n1 (stereo not given)	15*	4%	-5%	24	60%[activator]	-8%	29*

Outcome played no part in choosing rows (roughly 16% active in at least one column).
